NTR1 ag – agonists of NTR1, primary screen, imaging, U2OS cells, beta-arrestin-GFP, high content (AID 493036). P30989. NTR1-U2OS beta-arrestin-GFP spot imaging, agonist mode. activation, % at 20 µM. 0.17% of 330,000 active;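 active means activation at or above 40% of the spot to cytoplasm intensity ratio, with at least 20 cells analyzed; inconclusive means wells under 20 cells, flagged as cytotoxic or low count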;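 further: 0% = DMSO without peptide and 100% = 100 nM NTR1 peptide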
Target sequence (P30989 whole entry, looked up): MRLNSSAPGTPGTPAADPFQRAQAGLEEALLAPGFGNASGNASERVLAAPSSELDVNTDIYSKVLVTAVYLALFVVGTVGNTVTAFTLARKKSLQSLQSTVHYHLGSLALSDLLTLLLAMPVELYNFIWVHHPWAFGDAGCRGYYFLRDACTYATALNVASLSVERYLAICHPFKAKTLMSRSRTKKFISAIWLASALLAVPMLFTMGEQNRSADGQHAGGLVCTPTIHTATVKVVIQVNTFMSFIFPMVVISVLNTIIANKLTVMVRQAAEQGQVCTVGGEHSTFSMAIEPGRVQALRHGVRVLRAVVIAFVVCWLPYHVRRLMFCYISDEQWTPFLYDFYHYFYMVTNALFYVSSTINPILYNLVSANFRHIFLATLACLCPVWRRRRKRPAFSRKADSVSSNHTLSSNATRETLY
Large T inhibition – SV40 large T antigen inhibitors, biochemical (AID 1903). 0.39% of 310,000 active. SV40 large T antigen ATPase/helicase inhibition assay; higher % means a stronger effect. inhibition, % at 20 µM, or IC50 in µM where a hit was titrated; in the data active means a potency from the dose series; inconclusive means inhibition mostly from about 32% at the one dose, without a potency; inactive means the rest, 99 in 100 with inhibition below about 32%; further: strong numbers were not always called active
Dengue-2 NS5 capping – flavivirus cap methylation enzyme inhibition – biochemical, confirmation dose response, primary screen (AID 588689); inhibition, % at 25 µM; hits with a dose series show IC50 in µM; Dengue-2 NS5 methyltransferase capping enzyme assay, biochemical; higher % means a stronger effect; 0.3% of 340,000 active; in the data active means a potency from the dose series; inconclusive means inhibition above about 29% without an active follow-up result
T cell modulator – T cell immune modulation candidate | 2C CD8+ T cell-vesicle binding, flow cytometry; stronger effect = lower value | calls only at 7 µM | 0.068% of 330,000 active;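 active means response, share of CD8 T cells binding vesicles, and their 90th percentile fluorescence all below set limits, cut at about 80% in these data, passing the limit was not always enough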
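Benchmarks: naked versus QL9-loaded vesicles / Assay system: purified 2C TCR transgenic mouse naive CD8+ T cells / Technique: high-throughput flow cytometry with anti-B7-1 and anti-CD8 staining / Timing: Cell–vesicle co-incubation 1.5 h at 37 °C, staining 20 min on ice / Read-out: percent CD8+ FL2 mean versus row control / Probe or stimulus: QL9-loaded Drosophila micro-vesicles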
RSV antiviral HEp-2 – inhibition of RSV-induced cytopathic effect – HEp-2 cells, primary 10 µM value included (AID 2391); one-dose CPE inhibition, % at 10 µM; IC50 in µM for titrated hits; 0.13% of 310,000 active; HEp-2 cells, RSV-induced CPE inhibition; higher % means a stronger effect; in the data active means a potency from the dose series; inconclusive means CPE inhibition mostly from about 23% at the one dose, without a potency; inactive means the rest, 99 in 100 with CPE inhibition below about 21%; further: strong numbers were not always called active
Salmonella PhoP GFP – inhibitors of PhoP regulon expression, primary screen, Salmonella Typhimurium, GFP reporter (AID 1863) | S. Typhimurium PhoP-regulated promoter GFP reporter, 4 h; higher % means a stronger effect | inhibition, % at 50 µM; hits with a dose series show IC50 in µM | 0.16% of 300,000 active;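 active means inhibition over 29.93%, a cutoff 3 SD above the screen mean, later confirmed by dose response; inconclusive means inhibition over 29.93% but no dose response follow-up; inactive means inhibition at most 29.93% or unconfirmed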;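 further: 0% = low Mg2+ inducing control and 100% = high Mg2+ repressing control; strong numbers were not always called active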
MgcRacGAP inhibition – MgcRacGAP GTPase-activating activity inhibitors, confirmation, biochemical, ADP Hunter fluorescence; MgcRacGAP-stimulated Rac1 GTP hydrolysis, ADP Hunter fluorescence; higher % means a stronger effect; GST-tagged Rac1 F28L mutant substrate; inhibition, % at 30 µM; hits with a dose series show IC50 in µM; 0.6% of 340,000 active; AID 624330;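 active means first-screen hits whose inhibition reached a set limit at any dose in the follow-up dose series; inconclusive means inhibition above the set first-screen limit but never retested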;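 further: fluorescence reports GDP produced by GAP-driven GTP hydrolysis; strong numbers were not always called active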
UTI89 phage lysis – protection from phage-mediated lysis, alamar blue read-out – E. coli UTI89, K1F phage, bacterial capsule biogenesis inhibitors (AID 488966); 0.02% of 340,000 active; E. coli UTI89 K1F phage lysis, alamar blue, 2 h; higher % means a stronger effect; one-dose inhibition, % at 100 µM; IC50 in µM for titrated hits;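 active means phage lysis inhibition, versus mean bacterial control, above a set limit; inconclusive means no clear call, values can overlap the other calls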;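 further: capsule biogenesis inhibitors block K1F phage lysis so surviving cells raise fluorescence; higher fluorescence means more inhibition of phage lysis; actives were called in the ten point dose series up to 300 µM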
West Nile virus CPE – inhibition of WNV-induced cytopathic effect – cell-based, CPE readout (AID 1621) | West Nile virus-infected cells, CPE inhibition; higher % means a stronger effect | 0.02% of 290,000 active | CPE inhibition, % at 10 µM, or IC50 in µM where a hit was titrated; in the data active means a potency from the dose series; inconclusive means CPE inhibition mostly from about 3.7% at the one dose, without a potency; inactive means the rest, 99 in 100 with CPE inhibition below about 2.2%; further: strong numbers were not always called active
T cell modulator vesicle-bound % – recorded beside T cell modulator, whose call it bears; double positive events, %; measured here: CD8+ vesicle-bound cell fraction;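 binding gate set so that unloaded-vesicle control wells show 10% double positive cells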
NTR1 ag cell count 20 µM – second read-out of NTR1 ag, no call of its own (marks repeat the call); cell count; measured here: cell count, cytotoxicity flag
Dengue-2 NS5 capping pilot replicate – second read-out of Dengue-2 NS5 capping, no call of its own (marks repeat the call); inhibition, %; measured here: pilot screen replicate inhibition
Starred values were filed as active, the others as inactive; i = inactive; ? = inconclusive; . = not tested or not shown; [ ] = another dose, or the depositor's remark.

SMILES | NTR1 ag | NTR1 ag cell count 20 µM | Large T inhibition | Dengue-2 NS5 capping | T cell modulator | T cell modulator vesicle-bound % | RSV antiviral HEp-2 | Salmonella PhoP GFP | MgcRacGAP inhibition | UTI89 phage lysis | West Nile virus CPE | others
Cc1ccc(S(=O)(=O)N/N=C/c2ccc(C(=O)O)cc2)cc1 | 1.3 | 49 | 24% | 1% | i | 27 | -1.0% | 0% | 7% | -0.2% | 0.1%
Cc1cc(C)c(CN2CCC(n3nccc3NC(=O)CCOc3ccccc3)CC2)cc1C | 0.8 | 51 | 8% | -1% | i | 44 | 14% | 4% | 13% | 0.0% | -1.5%
COc1ccc(C(=O)Nc2cc([N+](=O)[O-])ccc2N2CCCC2)cc1 | 2.0 | 60 | 5% | 1% | i | 40 | 7.2% | -3% | 16% | -2.1% | -0.2%
CNC(=O)c1cccc(NC(=O)C(C)c2ccc3cc(OC)ccc3c2)c1 (stereo not given) | -0.9 | 42 | 1% | -6% | i | 32 | 3.5% | -3% | 4% | 0.0% | -1.7%
CCOc1ccc(/C=N/NC(=O)CN2CCSCC2)cc1 | 1.3 | 45 | 4% | -8% | i | 58 | 2.1% | -29% | 13% | 5.6% | 1.0%
O=C(/C=C/Nc1ccc(S(=O)(=O)Nc2ncccn2)cc1)c1cccs1 | 0.0 | 60 | 10% | 35% | i | 20 | 1.2% | 4% | -7% | -0.2% | -0.3%
O=C(Nc1cccc(-c2cn3cccnc3n2)c1)c1ccc2c(c1)OCO2 | 0.8 | 104 | 0% | -5% | i | 35 | -0.4% | -6% | 13% | -0.9% | 1.7%
Cc1cccc(C(=O)OCC(=O)NCC2CCCO2)c1O (stereo not given) | 1.7 | 54 | . | -6% | i | 43 | 3.8% | . | -7% | 0.2%[50 µM] | .
Cc1ccc(-n2ncc3c(NCCCN4CCOCC4)ncnc32)c(C)c1 | 0.0 | 80 | 2% | 0% | i | 26 | 1.6% | -11% | 3% | -1.3% | -0.2%
CCOc1ccc(CCNC(=O)c2cc3c(C)nccc3[nH]c2=O)cc1OCC | 0.6 | 54 | 22% | -2% | i | 48 | 0.3% | -14% | 4% | 0.2% | -0.7%
O=C(O)c1ccc(CNCc2ccccc2Cl)cc1 | 0.4 | 44 | 5% | -12% | i | 2 | 0.7% | -23% | -1% | 0.0% | 0.4%
CC(=O)Nc1cccc([N+](=O)[O-])c1 | -1.0 | 94 | 7% | . | i | 60 | 0.8% | 4% | 4% | 0.0% | -0.4%
Cc1cc2nc(-c3ccc(NC(=O)c4cccnc4)cc3)oc2cc1C | 5.7 | 40 | 6% | 4% | i | 25 | 5.1% | 11% | 17% | 0.3% | -0.1%
CCCCC(C(=O)NC1CCCC1)N(C(=O)c1snc(C(N)=O)c1N)c1ccc(F)cc1 (stereo not given) | 2.5 | 38 | -1% | -9% | i | 14 | 2.4% | 15% | 5% | 0.1% | 0.0%
Cc1cc(C)cc(NC(=O)C(=O)NCC2CCCO2)c1 (stereo not given) | -1.9 | 86 | 7% | -6% | i | 37 | 0.7% | -8% | 10% | 0.1% | 0.3%
COc1cccc(NC(=O)C2CCC(CNS(=O)(=O)c3ccc4c(c3)CC(C)N4C(C)=O)CC2)c1 (stereo not given) | 0.6 | 86 | 8% | 0% | i | 9 | 4.7% | -5% | 9% | 0.7% | 0.8%
COc1ccc(-c2[nH]ncc2CNC(C)CCn2cccn2)c(F)c1 (stereo not given) | -0.8 | 61 | 11% | -4% | i | 24 | -1.9% | 1% | 9% | -0.1%[50 µM] | 1.1%
COc1ccc(N(CC(=O)NCc2ccco2)C(=O)CCC(=O)Nc2nccs2)c(OC)c1 | -0.6 | 58 | 0% | -2% | i | 38 | 4.3% | 10% | 5% | 0.6% | -0.5%
CNc1ccc2c3c(cccc13)C(=O)N(C)C2=O | -3.2 | 78 | 4% | ? | i | 50 | 1.2% | -142% | 0% | -0.1% | -0.8%
Cc1c(C)n(-c2ccc(Cl)cc2)c2ncnc(N)c12 | 0.1 | 56 | 8% | 7% | i | 27 | ? | -4% | 7% | -1.4% | 1.4%
COc1ccc(/C=N/N2C(C)CCCC2C)cc1OC (stereo not given) | -0.3 | 84 | 1% | -3% | i | 61 | 0.1% | 6% | . | -0.2% | 0.1%
Cc1cc(Nc2ccc3c(c2)OCCO3)c2cc(Cl)ccc2n1 | 11 | 38 | 3% | 3% | i | 30 | ? | 15% | 14% | 3.2% | -2.2%
O=S(=O)(c1ccc(F)cc1)N1CCC(N2CCCCCC2)CC1 | -2.1 | 103 | 27% | -1% | i | 22 | -1.7% | -2% | ? | 0.2% | -0.5% | Dengue-2 NS5 capping pilot replicate=-5.8
CC(=O)Nc1c(Br)cc(N2C(=O)CCC2=O)cc1Br | -1.0 | 90 | 16% | -6% | i | 19 | 0.7% | 0% | 8% | 0.3% | -0.6%
Cc1ccccc1OCCn1c(=O)sc2ccccc21 | 1.2 | 35 | 7% | -7% | i | 46 | 7.8% | 1% | 10% | 0.9% | 0.1%
SMILES | NTR1 ag | NTR1 ag cell count 20 µM | Large T inhibition | Dengue-2 NS5 capping | T cell modulator | T cell modulator vesicle-bound % | RSV antiviral HEp-2 | Salmonella PhoP GFP | MgcRacGAP inhibition | UTI89 phage lysis | West Nile virus CPE | others
COc1ccc(C2=NN(C(N)=S)C(c3ccccc3)C2)cc1 (stereo not given) | 0.5 | 90 | 12% | -14% | i | 37 | -0.9% | 6% | 13% | 0.0% | -0.6%
CCc1ccc(S(=O)(=O)N/N=C\c2cn(CC(N)=O)c3ccccc23)cc1 | 2.2 | 48 | . | -2% | . | . | . | . | 11% | 0.0% | -0.6%
CCc1nn(CC(=O)Nc2ccc(Br)c(C)c2)c(=N)s1 | 0.4 | 70 | 9% | -1% | i | 39 | 1.4% | 13% | 14% | 0.2% | -0.4%
Cc1ccc(C(=O)COC(=O)c2nc(Cl)ccc2Cl)cc1 | -0.3 | 69 | . | 5% | i | 44 | . | . | 1% | -1.6% | .
Cc1nnc(SCc2ccc(CC(=O)O)cc2)o1 | -2.6 | 97 | -2% | 1% | i | 33 | 0.3% | -9% | 1% | -0.2% | 0.4%
Cc1ccc(Cc2nnc3n(-c4ccccc4)nc(C(=O)c4ccccc4)n3c2=O)cc1 | 12 | 88 | 10% | -2% | i | 59 | 4.0% | -1% | 5% | 2.5% | 0.9%
COc1cc(C)c(NC(=O)COc2ccc3c(c2)CCC3)cc1OC | -1.1 | 76 | . | -7% | i | 34 | 0.8% | . | 4% | 0.0% | .
CCCCCCCCCCCCN1[C@@H](CC(=O)O)c2cc(F)ccc2S1(=O)=O | 4.2 | 95 | 29% | 1% | i | 15 | 8.3% | . | 9% | 2.5% | -0.1%
CC(=O)c1cn(CC(=O)Nc2ccccc2Cl)c2ccccc12 | -0.6 | 75 | 3% | 4% | i | 40 | 2.7% | 7% | 17% | 0.7% | -1.5%
CN(CC(=O)NCCc1ccc(S(N)(=O)=O)cc1)CC(=O)Nc1ccccc1C(F)(F)F | -0.4 | 37 | . | -1% | i | 6 | . | . | 0% | 0.3% | .
CC(=O)c1ccc(-n2c(CCC(=O)O)ccc2-c2ccccc2)cc1 | -0.1 | 97 | 3% | -2% | i | 27 | 1.0% | -7% | 7% | -0.1% | -0.4%
CCn1c(O)c(N=NC(=O)C(O)c2ccccc2)c2ccccc21 (stereo not given) | 3.5 | 65 | 17% | 8% | i | 30 | 0.2% | -6% | -9% | 0.2% | 0.4%
C/C(N)=C(/C#N)C(=O)COC(=O)c1cc(-c2cccc3ccccc23)nc2ccccc12 | 11 | 63 | 9% | 2% | i | 51 | 51% | 0% | 8% | 0.2%[50 µM] | -0.4%
COc1ccc(-c2cc(-c3ccccc3O)[nH]n2)cc1OC | 4.2 | 94 | 7% | 0% | i | 15 | 40% | 3% | 13% | -0.7% | 0.6%
O=C1CCN(CCc2ccccc2)CCN1[C@H](CO)Cc1ccccc1 | -4.7 | 85 | 5% | 2% | i | 43 | 1.7% | 5% | 10% | -0.2% | -1.0%
O=C1NC2(CCN(Cc3ccccc3)CC2)Oc2ccccc21 | -1.2 | 89 | 4% | 2% | i | 58 | 0.4% | -2% | 1% | 0.4% | -0.1%
Cc1c(Cl)c([N+](=O)[O-])nn1CC(=O)NCc1ccc(Cl)cc1 | 0.7 | 62 | 5% | -7% | i | 57 | 1.0% | 5% | 0% | -0.7% | -0.9%
COc1ccc(CC(=O)N/N=C/c2ccc(-c3cccc(C(=O)O)c3)o2)cc1OC | 0.2 | 70 | 0% | 2% | i | 21 | 1.1% | -4% | 14% | 0.2% | 0.5%
CCCCn1c(N)c(N(CCOC)C(=O)c2ccc(N3CCCC3=O)cc2)c(=O)[nH]c1=O | -0.3 | 77 | . | -2% | i | 48 | 1.3% | . | 7% | 0.3%[50 µM] | .
O=C(COc1ccccc1/C=C1\SC(=O)NC1=O)Nc1ccc(F)cc1 | 2.2 | 99 | 6% | -2% | i | 32 | 8.0% | 1% | 5% | 0.1% | 1.7%
COc1cc2c(cc1OC)C(C)N(C(=O)Cc1ccc(C(F)(F)F)cc1)CC2 (stereo not given) | -0.4 | 49 | 13% | -6% | i | 62 | ? | 9% | 2% | -0.1% | -1.3%
CC(=O)Nc1ccc(NC(=O)C(=O)N/N=C/c2cccnc2)cc1 | 1.4 | 56 | 9% | . | i | 38 | . | -9% | . | . | -0.1%
CC1Cc2ccccc2N1C(=O)c1cccnc1 (stereo not given) | -0.6 | 47 | 6% | -2% | i | 15 | 0.1% | 7% | 4% | 0.8% | -0.2%
Cc1ccc(S(=O)(=O)N2CCC(C(=O)NNS(=O)(=O)c3ccc(Cl)cc3)CC2)cc1 | 0.9 | 92 | 9% | -7% | i | 34 | 0.6% | 4% | -6% | -1.0% | -0.2%
CC(Oc1ccccc1F)c1nnc(SCC(=O)NCc2ccc3c(c2)OCO3)o1 (stereo not given) | 0.7 | 48 | . | -4% | i | 33 | 0.5% | . | -2% | 0.9%[50 µM] | .
Cn1nc(C(F)(F)F)c(C(=O)Nc2ccc(F)cc2F)c1Sc1ccc(Cl)cc1 | 0.7 | 104 | 1% | -5% | i | 23 | -0.8% | 6% | 0% | 0.1% | -0.2%

Assay outcomes (PubChem BioAssay)
